Compound activity as filed in PubChem.
TNAP inh noacc: TNAP (human) inhibition, acceptor-free conditions | P05186 | purified TNAP, CDP-star luminescence, 30 min | inhibition, % at 20 µM | 200,000 tested, 0.26% active | AID 1012;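 active means tissue-nonspecific alkaline phosphatase inhibition above about 50% at 20 µM in the single-dose screen, limit read from the data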;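 further: 0% = DMSO negative control and 100% = EDTA positive control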
Lmaj promast: Leishmania major promastigote growth inhibition; Leishmania major promastigotes, resazurin fluorescence viability; inhibition, % at 10 µM; 200,000 tested, 9% active; AID 1063; in the data active means inhibition above about 50%;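 further: promastigotes grown with compound for 44 hours at 28 °C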
S1P3 antag: antagonists of human S1P3 receptor; Q99500; CHO S1P3 NFAT-BLA reporter, FRET fluorescence, antagonist mode; inhibition, % at 4.98 µM; 170,000 tested, 0.27% active; AID 485;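 active means inhibition above the plate cutoff, the mean inhibition of test wells on that plate plus 3 SD, cut at about 28% in these data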;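 further: cells challenged with S1P at its EC80 of 0.8 µM; blue over green emission ratio from cleaved BLA substrate after 4 h stimulation; 0% = S1P-stimulated wells and 100% = unstimulated DMSO-only wells; some compounds past the cut are filed as inactive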
Target sequence (Q99500 whole entry, looked up): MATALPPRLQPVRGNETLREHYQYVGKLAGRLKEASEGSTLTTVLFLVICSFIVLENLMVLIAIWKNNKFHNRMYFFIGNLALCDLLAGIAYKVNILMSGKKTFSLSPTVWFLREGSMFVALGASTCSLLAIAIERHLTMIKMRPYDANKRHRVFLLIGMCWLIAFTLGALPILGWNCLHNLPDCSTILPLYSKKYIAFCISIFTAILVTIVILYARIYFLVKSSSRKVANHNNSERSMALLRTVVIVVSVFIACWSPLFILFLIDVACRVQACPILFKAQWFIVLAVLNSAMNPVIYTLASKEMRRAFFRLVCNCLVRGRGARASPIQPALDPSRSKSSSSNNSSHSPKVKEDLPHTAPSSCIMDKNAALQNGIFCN
RAM inhibit: inhibitors of the yeast RAM network | inhibition, % at 50 µM | S. cerevisiae dse1pr::URA3 reporter, 5-FOA growth OD615, 2 d; analog-sensitive cbk1-as2 kinase mutant strain | 190,000 tested, 1.8% active;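 active means inhibition above a set limit, 3 SD over mean compound inhibition, cut at about 8.4% in these data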;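 further: 0% = DMSO-only wells with no growth and 100% = 10 µM 1-NA-PP1 full growth; inhibition rescues growth on 5-FOA so higher OD means more RAM inhibition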
Efa HMGR inh: inhibitors of class II HMG-CoA reductase from Enterococcus faecalis | purified E. faecalis HMGR, NADPH absorbance 340 nm kinetic | inhibition, % at 10 µM | 190,000 tested, 0.41% active;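 active means inhibition above a set limit, the median over all tested compounds plus 3 SD, cut at about 9.5% in these data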;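 further: enzyme runs in reverse so mevalonate oxidation gives rising NADPH absorbance; 0% = complete reaction with DMSO and 100% = background rate lacking mevalonate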
Hsp70 act: transcriptional activators of Hsp70; 200,000 tested, 0.04% active; HeLa Hsp70 promoter luciferase reporter, luminescence; scaled: vehicle 0, proteasome-inhibitor control 100%; AID 1203; activation, % at 10 µM;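 active means activation above the mean across all tested compounds plus 3 SD, cutoff set per campaign, cut at about 5.5% in these data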;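 further: 100% = MG132 at 30 µM as the positive control and 0% = DMSO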
PMI act hi M6P: PMI (human) activation, high substrate | P34949 | coupled PMI enzyme assay, resazurin fluorescence, 20 min; stronger effect = higher value; 1 = untreated enzyme, 0 = substrate-free blank | activation factor at 20 µM | 190,000 tested, 0.34% active | AID 1216;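 active means activation factor of 2 or more at 20 µM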
Target sequence (P34949 whole entry, looked up): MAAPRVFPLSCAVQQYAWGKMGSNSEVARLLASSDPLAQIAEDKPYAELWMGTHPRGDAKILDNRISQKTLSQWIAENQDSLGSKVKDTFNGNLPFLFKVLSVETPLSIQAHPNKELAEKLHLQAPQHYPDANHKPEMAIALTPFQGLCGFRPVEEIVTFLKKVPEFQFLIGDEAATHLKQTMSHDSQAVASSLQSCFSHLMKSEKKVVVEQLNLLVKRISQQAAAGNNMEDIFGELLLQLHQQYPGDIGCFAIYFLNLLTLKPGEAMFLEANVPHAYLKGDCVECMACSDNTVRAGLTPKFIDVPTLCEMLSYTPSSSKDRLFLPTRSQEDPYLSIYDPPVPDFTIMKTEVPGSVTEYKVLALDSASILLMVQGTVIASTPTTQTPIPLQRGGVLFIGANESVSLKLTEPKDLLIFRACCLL
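Material: human phosphomannose isomerase with PGI, G6PDH, diaphorase coupling enzymes. Quantity: 15 ng/mL PMI. Medium: HEPES pH 7.4 buffer with MgCl2 and Tween-20. Reagent: Near-saturating mannose-6-phosphate, 1.0 mM. Compound: 20 µM single dose. Times: enzyme reaction with compound 20 min at room temperature. Detection: resorufin fluorescence at Ex 544/Em 590 nm.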
DTT redox prof: compounds producing H2O2 with reducing agent – biochemical, NIH compound library profiling, artefact control for MLSCN library redox annotation, primary screen | 200,000 tested, 0.03% active | DTT-dependent redox cycling H2O2, phenol red/HRP absorbance; 100% = 100 µM peroxide control, 0% = buffer | activation, % at 10 µM;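 active means activation of at least 50% relative to the plate's high and low controls in the primary single-dose screen; inactive means activation below 50%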;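 further: compound incubated with DTT at 0.8 mM final as the reducing agent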
TNAP inh hi DEA: TNAP (human) inhibition, high acceptor | P05186 | 200,000 tested, 0.03% active | AID 1135 | inhibition, % at 20 µM | purified TNAP, CDP-star luminescence, 1 M DEA;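 active means over 50% inhibition of tissue-nonspecific alkaline phosphatase at 20 µM in the single-dose screen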;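 further: plate controls were DMSO wells for no effect and EDTA-quenched wells as full inhibition for full effect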
PMI activator: phosphomannose isomerase (human) activation; P34949; purified human PMI, coupled resazurin fluorescence, 20 min; stronger effect = higher value; 1 = vehicle control, 0 substrate-free wells; activation factor at 20 µM; 190,000 tested, 0.005% active; AID 1214;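 active means activation factor of 2 or more at 20 µM, relative to plate controls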
Active calls of the source: *.

CS(=O)(=O)N(CC(=O)N1CCCC1)Cc1ccccc1 was read as TNAP inh noacc -11, Lmaj promast -6, S1P3 antag -4, RAM inhibit 1.8, Efa HMGR inh -2, Hsp70 act -0.2, DTT redox prof 0.4 and TNAP inh hi DEA -4.
For COCCN(CCOC)S(=O)(=O)c1ccc(C(=O)Nc2nc(-c3ccccc3)c(C(=O)c3ccccc3)s2)cc1 the results were TNAP inh noacc 1, Lmaj promast -3, S1P3 antag -2, RAM inhibit 4.0, Efa HMGR inh -2, Hsp70 act -0.5, PMI act hi M6P 0.9, DTT redox prof -0.1, TNAP inh hi DEA -1 and PMI activator 0.9.
For CC(=O)c1c(OC(=O)c2ccccc2Br)ccc2c(C)cc(=O)oc12 the results were TNAP inh noacc -8, Lmaj promast -10, S1P3 antag -18, RAM inhibit 3.1, Efa HMGR inh -3, Hsp70 act -0.1, PMI act hi M6P 0.9, DTT redox prof -0.5, TNAP inh hi DEA 5 and PMI activator 0.9.
`Cc1ccnc2nc(C(=O)Nc3ccc(N4CCOCC4)cc3)nn12` gave TNAP inh noacc 0, Lmaj promast 0, RAM inhibit 0.2, Efa HMGR inh -1, Hsp70 act -0.3, PMI act hi M6P 1.1, DTT redox prof 0.0, TNAP inh hi DEA 0 and PMI activator 1.1.
COc1nc(N(C)C)nc(N(C#N)CCOC(C)=O)n1 was read as TNAP inh noacc -4, Lmaj promast -10, S1P3 antag -22, RAM inhibit 0.1, Efa HMGR inh 0, Hsp70 act 0.0, DTT redox prof -0.7 and TNAP inh hi DEA -4.
`Cc1nnc(SCc2ccc(Cl)cc2)n1CC1CCCO1` (stereo unspecified) gave TNAP inh noacc -5, Lmaj promast -6, S1P3 antag -20, RAM inhibit 0.0, Efa HMGR inh -1, Hsp70 act -0.5, PMI act hi M6P 1, DTT redox prof 1.9, TNAP inh hi DEA 2 and PMI activator 1.1.
For O=C(O)CNC(=S)N(Cc1ccccc1)Cc1cccnc1 the results were TNAP inh noacc -6, Lmaj promast 0, S1P3 antag -14, RAM inhibit -0.4, Efa HMGR inh -6, Hsp70 act 0.5, PMI act hi M6P 0.9, DTT redox prof 0.2, TNAP inh hi DEA -6 and PMI activator 1.
For CC1(C)CC2CC(C)(CN2C(=O)COc2cccc3ccccc23)C1 (stereo unspecified) the results were TNAP inh noacc -6, Lmaj promast 10, RAM inhibit 2.1, Efa HMGR inh 2, Hsp70 act -0.4, PMI act hi M6P 1, DTT redox prof 0.0, TNAP inh hi DEA -4 and PMI activator 0.9.
C=CCN(C)NC(=O)Nc1ccccc1 was read as TNAP inh noacc -6, Lmaj promast -3, S1P3 antag -9, RAM inhibit 4.4, Efa HMGR inh -8, Hsp70 act 0.0, PMI act hi M6P 1, DTT redox prof -0.6, TNAP inh hi DEA -3 and PMI activator 1.
Screening COc1ccc2c3c(cccc13)C(=O)N(O)C2=O returned TNAP inh noacc -14, Lmaj promast 35, S1P3 antag 6, RAM inhibit 1.7, Efa HMGR inh 8, Hsp70 act 0.0, PMI act hi M6P 0.7, DTT redox prof 0.1, TNAP inh hi DEA 6 and PMI activator 0.8.
`CCOC(=O)CC(NC(=O)Cc1ccccc1)c1ccccc1Cl` (stereo unspecified) gave TNAP inh noacc -12, Lmaj promast -3, S1P3 antag 0, RAM inhibit 3.4, Efa HMGR inh 1, Hsp70 act -0.4, PMI act hi M6P 0.9, DTT redox prof -0.2, TNAP inh hi DEA -3 and PMI activator 0.9.
For O=C(NC(=S)NCC1CCCO1)c1ccc(Cl)cc1Cl (stereo unspecified) the results were TNAP inh noacc -14, Lmaj promast -7, S1P3 antag -1, RAM inhibit 0.9, Efa HMGR inh -3, Hsp70 act -0.3, PMI act hi M6P 1.1, DTT redox prof 0.0, TNAP inh hi DEA -3 and PMI activator 1.1.
Screening Cn1cc(SCC(N)=O)c2ccccc21 returned TNAP inh noacc -13, Lmaj promast -8, RAM inhibit -1.0, Efa HMGR inh -5, Hsp70 act 0.2, PMI act hi M6P 0.9, DTT redox prof -1.3, TNAP inh hi DEA -1 and PMI activator 1.
`CCOC(=O)Nc1nnc(-c2ccc(OC)c(OC)c2)s1` gave TNAP inh noacc -11, Lmaj promast 5, S1P3 antag 2, RAM inhibit 2.0, Efa HMGR inh 2, Hsp70 act -0.4, PMI act hi M6P 0.9, DTT redox prof 1.4, TNAP inh hi DEA -3 and PMI activator 1.
`CC(C)C(OC(=O)C1CCCO1)C(=O)NC1CCCC1` (stereo unspecified) gave TNAP inh noacc -11, Lmaj promast -2, S1P3 antag -35, RAM inhibit -0.4, Efa HMGR inh 1, Hsp70 act -0.3, PMI act hi M6P 0.9, DTT redox prof 2.2, TNAP inh hi DEA -5 and PMI activator 0.9.
Screening O=C(C1CCN(C2CCN(Cc3ccc4cc(F)ccc4n3)CC2)CC1)N1CCCC1 returned TNAP inh noacc -6, Lmaj promast 48, S1P3 antag 19, RAM inhibit 1.4, Efa HMGR inh -4, Hsp70 act -0.3, PMI act hi M6P 1, DTT redox prof -0.9, TNAP inh hi DEA -5 and PMI activator 1.
For Cc1occc1C(=O)Nc1nnc(-c2ccncc2)s1 the results were TNAP inh noacc -9, Lmaj promast -3, S1P3 antag 8, RAM inhibit 0.4, Efa HMGR inh 2, Hsp70 act 0.1, PMI act hi M6P 0.9, DTT redox prof -1.1, TNAP inh hi DEA -2 and PMI activator 0.9.
`CCOC(=O)c1c(NC(=O)Cn2nnc(-c3ccc(Cl)cc3)n2)sc(C)c1C` gave TNAP inh noacc -2, Lmaj promast -8, RAM inhibit 5.4, Efa HMGR inh -4, Hsp70 act -0.3, PMI act hi M6P 0.9, DTT redox prof 1.3, TNAP inh hi DEA -3 and PMI activator 0.9.
CCNS(=O)(=O)c1ccc(NC(=O)Cn2nc(C(F)(F)F)cc2C)cc1 was read as TNAP inh noacc -5, Lmaj promast 3, S1P3 antag 4, RAM inhibit 0.3, Efa HMGR inh 7, Hsp70 act 0.0, PMI act hi M6P 1.1, DTT redox prof 3.3, TNAP inh hi DEA -5 and PMI activator 1.2.
Cc1ccc(Nc2nnc(C)c(=O)[nH]2)cc1 was read as TNAP inh noacc -4, Lmaj promast -3, S1P3 antag -14, RAM inhibit 1.2, Efa HMGR inh -4, Hsp70 act 0.0, PMI act hi M6P 1, DTT redox prof -0.3, TNAP inh hi DEA 2 and PMI activator 1.
`COCCCNC(=O)CCC(=O)NNc1nc2ccccc2c2nc(C)nn12` gave TNAP inh noacc -10, Lmaj promast -6, S1P3 antag -23, RAM inhibit 1.8, Efa HMGR inh -1, Hsp70 act -0.4, PMI act hi M6P 1, DTT redox prof 0.1, TNAP inh hi DEA -8 and PMI activator 1.
CCOC(=O)c1sc(NC(=O)CSc2nnnn2-c2ccc(C)c(C)c2)nc1C was read as TNAP inh noacc -3, Lmaj promast 0, S1P3 antag -16, RAM inhibit 2.6, Efa HMGR inh 0, Hsp70 act -0.1, PMI act hi M6P 0.9, DTT redox prof 1.9, TNAP inh hi DEA -2 and PMI activator 1.
CSC1=N/C(=C\c2ccc(C)s2)C(=O)S1 was read as TNAP inh noacc -1, Lmaj promast 26, S1P3 antag -7, RAM inhibit 6.4, Efa HMGR inh 0, Hsp70 act -0.2, PMI act hi M6P 1, DTT redox prof 0.0, TNAP inh hi DEA 6 and PMI activator 0.9.
O=C(COC(=O)C1CC2C=CC1C2)NCCc1ccccc1 (stereo unspecified) was read as TNAP inh noacc -8, Lmaj promast 5, S1P3 antag 10, RAM inhibit -1.9, Efa HMGR inh 1, Hsp70 act -0.2, PMI act hi M6P 1, DTT redox prof -0.4, TNAP inh hi DEA -4 and PMI activator 1.
`CCCSC1=C(C#N)C(c2ccc(O)c(OC)c2)CC(=O)N1` (stereo unspecified) gave TNAP inh noacc -20, Lmaj promast -3, S1P3 antag -10, RAM inhibit -0.2, Efa HMGR inh 3, Hsp70 act -0.2, PMI act hi M6P 0.6, DTT redox prof -0.8, TNAP inh hi DEA -9 and PMI activator 0.9.
For COc1ccc(C(=O)C2CCCN(C(=O)CCc3ccccn3)C2)c(C)c1 (stereo unspecified) the results were TNAP inh noacc -8, Lmaj promast 4, S1P3 antag -38, RAM inhibit 1.2, Efa HMGR inh -6, Hsp70 act 0.0, PMI act hi M6P 1, DTT redox prof -0.5, TNAP inh hi DEA -5 and PMI activator 1.
CCn1c(SCc2nc(CC(=O)Nc3ccccc3OC)no2)nnc1-c1cccs1 was read as TNAP inh noacc -14, Lmaj promast -6, S1P3 antag -10, RAM inhibit 4.7, Efa HMGR inh -8, Hsp70 act 0.2, PMI act hi M6P 1, DTT redox prof 2.0, TNAP inh hi DEA -4 and PMI activator 1.
`CCOC(=O)C(=CNc1ccc(C#N)cc1)C(=O)OCC` gave TNAP inh noacc 3, Lmaj promast 5, S1P3 antag 1, RAM inhibit 0.2, Efa HMGR inh -9, Hsp70 act 0.0, PMI act hi M6P 0.9, DTT redox prof -2.2, TNAP inh hi DEA 2 and PMI activator 0.9.
For Cc1nc(C)c(C(=O)Nc2ccccc2)s1 the results were TNAP inh noacc -10, Lmaj promast -1, S1P3 antag -25, RAM inhibit -0.1, Efa HMGR inh -3, Hsp70 act -0.2, PMI act hi M6P 1, DTT redox prof 1.2, TNAP inh hi DEA -4 and PMI activator 1.
Screening CCn1[nH]c(=O)c(=Nc2c(C)n(C)n(-c3ccccc3)c2=O)cc1-c1ccc(Cl)cc1 returned TNAP inh noacc 2, Lmaj promast 18, S1P3 antag 2, RAM inhibit -0.3, Efa HMGR inh 1, Hsp70 act -0.1, PMI act hi M6P 1, DTT redox prof 1.5, TNAP inh hi DEA -4 and PMI activator 1.1.
Screening CC(=O)c1cccc(N(CC(=O)Nc2cccnc2)S(C)(=O)=O)c1 returned TNAP inh noacc -10, Lmaj promast 0, S1P3 antag -29, RAM inhibit 1.8, Efa HMGR inh -3, Hsp70 act -0.4, PMI act hi M6P 1, DTT redox prof 0.5, TNAP inh hi DEA -5 and PMI activator 1.
`COc1ccc(CN2CC(C(=O)NCc3ccc4c(c3)OCO4)CC2=O)cc1` (stereo unspecified) gave TNAP inh noacc -12, Lmaj promast -6, RAM inhibit 1.8, Efa HMGR inh -4, Hsp70 act -0.5, PMI act hi M6P 1.1, DTT redox prof 0.3, TNAP inh hi DEA 0 and PMI activator 1.1.
For C/C(=N\NC(=S)NCc1ccccc1)c1ccc2c(c1)OCCO2 the results were TNAP inh noacc -10, Lmaj promast 5, S1P3 antag 16, RAM inhibit 0.8, Efa HMGR inh -5, Hsp70 act 0.1, PMI act hi M6P 0.8, DTT redox prof -2.2, TNAP inh hi DEA -3 and PMI activator 0.9.
For O=C(Nc1ccc2nn(-c3ccccc3)nc2c1)c1ccc(Br)o1 the results were TNAP inh noacc -2, Lmaj promast -11, S1P3 antag 23, RAM inhibit 2.0, Efa HMGR inh -1, Hsp70 act -0.2, PMI act hi M6P 0.9, DTT redox prof -1.3, TNAP inh hi DEA 2 and PMI activator 0.8.
